# Bioassay records (PubChem BioAssay)
# NLRP3 yeast inh – inhibitors of NALP3 inflammasome in yeast; 0.39% of 330,000 active; Yeast reconstituted NLRP3/ASC/caspase-1, beta-gal luminescence, 24 h; AID 2825; inhibition, % at 10 µM;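 active means inhibition of 50% or more; inactive means inhibition below 50%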;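 further: plate controls were induced DMSO wells for no effect and uninduced yeast grown without galactose for full effect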
# tim23-1 inh – growth inhibitors of tim23-1 mutant yeast. S. cerevisiae tim23-1 growth, BacTiter-Glo luminescence, 24 h. inhibition, % at 20 µM. 1.3% of 330,000 active. AID 463212;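 active means growth inhibition of the mutant yeast at or above 50%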;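 further: temperature-sensitive mutant grown at 25 °C; plate controls were DMSO-treated mutant yeast for no effect and medium wells lacking yeast for full effect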
# tim10-1 inh – growth inhibitors of tim10-1 mutant yeast; 2.2% of 330,000 active; S. cerevisiae tim10-1 ts strain growth, BacTiter-Glo, 24 h; AID 463190; inhibition, % at 20 µM;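 active means inhibition of at least 40%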;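 further: mutant grown at 25 °C; 0% = DMSO wells with yeast and 100% = wells holding no yeast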
# TIM10 inh – growth inhibitors of TIM10 yeast strain; S. cerevisiae TIM10 strain growth, BacTiter-Glo luminescence, 24 h; inhibition, % at 10 µM; 1.4% of 330,000 active;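 active means inhibition of 40% or more at the single tested concentration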;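 further: wild-type TIM10 isogenic control strain grown at permissive 25 °C; 0% = DMSO yeast wells and 100% = minimal medium wells without yeast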
# MIN6 prolif – induces beta-cell replication in MIN6 cells | MIN6 cells proliferation, ATPlite luminescence, 48 h; cells starved in 0.2% serum; 100% = growth in 10% serum | proliferation, % at 10 µM | 0.29% of 330,000 active;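 active means compounds whose signal lies at least 3.5 SD above the mean of all wells on their plate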;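 further: 0% = DMSO-treated cells in low-serum medium and 100% = 10% serum control; some compounds called inactive have numbers as strong as hits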
# APJ agonist – agonists of human APJ apelin receptor; activation, % at 20 µM; CHO-K1 APJ PathHunter beta-arrestin, luminescence; 0% DMSO wells, 100% apelin; 0.11% of 330,000 active;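 active means activation more than six SD over the plate average, tested at 20 µM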;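 further: 0% = DMSO alone and 100% = apelin-13 at 10 nM; some results filed as inactive read as strong as hits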
# Target sequence (P35414 whole entry, looked up): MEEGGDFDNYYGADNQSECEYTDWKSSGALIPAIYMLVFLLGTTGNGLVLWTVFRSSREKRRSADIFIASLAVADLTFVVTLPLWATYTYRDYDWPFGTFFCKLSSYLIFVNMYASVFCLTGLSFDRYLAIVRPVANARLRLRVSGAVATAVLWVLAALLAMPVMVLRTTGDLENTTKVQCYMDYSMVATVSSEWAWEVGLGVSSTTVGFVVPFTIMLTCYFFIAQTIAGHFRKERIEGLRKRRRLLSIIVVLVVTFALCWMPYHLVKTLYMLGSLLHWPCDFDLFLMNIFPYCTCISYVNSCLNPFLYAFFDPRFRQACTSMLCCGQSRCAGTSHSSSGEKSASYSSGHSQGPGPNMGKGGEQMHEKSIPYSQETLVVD
#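 Incubation: overnight seeding, 90 min compound at 25 °C, 1 h detection; test system: PathHunter CHO-K1 APJ (AGTRL-1) beta-arrestin reporter cells; amount: 1000 cells/well; doses: one dose, 20 µM compound, 1% DMSO; measured by: beta-gal luminescence; measure: agonist-driven arrestin binding to APJ; benchmarks: negative DMSO alone, positive Apelin-13 at 10 nM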
# MPTP inh – permeability transition pore inhibition | isolated mouse mitochondria, Ca2+ swelling absorbance, 30 min | inhibition, % at 10 µM | 1.4% of 360,000 active;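 active means inhibition of 50% or more, scaled per plate between neutral and stimulator controls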;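 further: 0% = DMSO wells given calcium and 100% = 1 mM EGTA wells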
# NR3A LBD binder – modulates the human NR3A ligand-binding domain. 2.5% of 340,000 active. NR3A LBD differential scanning fluorimetry, Tm shift; 0% = protein alone, 100% = glycine-bound protein. Tm shift relative to glycine control, % at 25 µM;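 active means melting temperature shift of at least 10% of the positive control shift, at one fixed dose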
# APJ antag – blocks the human apelin receptor APJ; P35414; CHO-K1 APJ beta-arrestin complementation, luminescence; inhibition, % at 20 µM; 0.32% of 330,000 active; AID 2521;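 active means inhibition above about 40% at 20 µM, limit read from the data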;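 further: cells challenged with 10 nM apelin-13 agonist together with compound; plate controls were apelin-13 plus DMSO wells for no effect and DMSO wells lacking apelin-13 for full effect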
# * = called active by the depositor; · = not tested or not shown.
SMILES,NLRP3 yeast inh,tim23-1 inh,tim10-1 inh,TIM10 inh,MIN6 prolif,APJ agonist,MPTP inh,NR3A LBD binder,APJ antag
CC(C)CCC1(C)NC(=O)N(CC(=O)Nc2ccc3c(c2)OCCO3)C1=O (centres undefined),24,13,-3,2,1,-1,-1.4,1,-9
CCOc1cccc(/C=C/c2ccc3ccccc3n2)c1OC(C)=O,5,31,24,18,-6,-1,0.9,-2,-13
CCc1c(O)nc(SCC(=O)Nc2ccccc2OC)[nH]c1=O,7,10,3,13,2,-3,-1.3,0,-5
Cc1ccccc1OCc1nc2ccccc2c(=O)n1/N=C/c1c[nH]c2ccccc12,1,-21,0,-4,-3,-3,1.6,0,0
CCC(=O)N1CCc2cc(S(=O)(=O)CCC(=O)N3CCc4ccccc4C3)ccc21,8,14,17,11,0,3,-0.4,2,-6
CCOC(=O)c1ccc(NC(=O)N2CC(C)OC(C)C2)cc1 (centres undefined),-13,5,10,3,1,-3,6.7,-2,23
C=CCC(O)(CC=C)CNC(=O)c1ccc(OC)c(OC2CCN(C(C)=O)CC2)c1,3,-9,-6,4,-2,-2,0.1,1,5
CCCC(=O)O/N=C(\c1ccccc1)c1ccncc1,9,0,-17,1,-2,0,0.6,3,12
Nc1nc(N)c(N=Nc2ccc(C(=O)O)cc2)c(N)n1,-5,-6,15,-6,-2,-6,-1.5,-411,5
Cc1ccc(C(=O)NCC(=O)OCCCOC(=O)CNC(=O)c2ccc(C)cc2)cc1,8,18,4,-2,2,-4,-0.4,-2,6
O=C(Cn1nc(C(=O)O)c2ccccc2c1=O)Nc1cccc(S(=O)(=O)N2CCOCC2)c1,17,11,10,12,-4,-6,-2.8,0,-11
CCOCCCN(C)C1CCN(C(=O)c2oc3ccccc3c2NC(=O)Cc2ccc(F)cc2)CC1,16,4,26,7,-5,-3,-0.8,0,1
CCC(=O)N1CCc2cc(OC)c(OC)cc2C1COc1ccc(C(=O)OC)cc1 (centres undefined),0,22,20,20,-1,1,-0.3,-1,11
O=C(Nc1nc2ccc(F)cc2s1)C1CCCO1 (centres undefined),20,16,18,2,-1,-1,-0.7,-15,1
C/C(=N\NC(=O)Cc1cc(=O)[nH][nH]1)c1cccc([N+](=O)[O-])c1,-16,5,15,-6,-1,-3,-0.2,0,9
COc1ccc(NC(=S)NC(=O)c2ccccc2Cl)cc1,-2,11,11,32,-5,-2,1.3,0,1
N#Cc1c(-c2ccccc2)nc(SCc2ccc([N+](=O)[O-])cc2)[nH]c1=O,12,24,17,4,-2,-2,0.5,-5,16
COC(=O)[C@@H]1CCCN1C(=O)CCc1nnc(CCC2CCCCC2)o1,5,16,22,45*,-2,-2,1.0,0,7
Cc1c(C(=O)NCCSCc2ccccc2)cccc1[N+](=O)[O-],12,20,-5,-13,-3,0,-1.3,0,13
COc1ccc(OCCNC(=O)/C=C/c2ccccc2)cc1,27,7,8,-13,-1,1,-1.1,0,-22
CC1CCCC(NC(=O)CC2Nc3ccccc3NC2=O)C1C (centres undefined),8,2,12,3,-1,-3,-6.2,-1,12
COc1ccc(N(Cc2ccccc2)S(=O)(=O)c2cccc(C(=O)NC3=NCCS3)c2)cc1,4,0,24,13,-1,-1,-2.6,-4,-9
O=C(Nc1cccc(Cl)c1)NC1CC2CCC(C1)N2Cc1ccco1 (centres undefined),10,5,-8,-17,-4,-3,-1.0,1,-1
CN(c1ccccc1)c1cc(Br)nc(Br)c1,34,25,30,-1,-1,-3,2.5,1,-7
COc1ccccc1C(=O)C1CCCN(C(=O)CCc2ccccn2)C1 (centres undefined),-3,1,15,-2,0,-3,0.2,0,16
CC(C)(C)OC(=O)N1CCC(NC(=O)c2[nH]cnc2C(=O)Nc2ccon2)CC1,13,4,19,2,-1,1,-0.5,-1,9
O=C(CNCc1ccccc1Cl)Nc1ccccc1N1CCCCC1,22,44,7,10,-3,-5,0.0,-1,-2
CC1=NNC(=O)C1CCC(=O)N/N=C\c1ccc(Cl)c(Cl)c1 (centres undefined),15,19,12,8,-2,-3,-0.8,-3,-7
CCOC(=O)C1CCCN(C(=O)Cn2nc(Cc3cccnc3)c3ccccc3c2=O)C1 (centres undefined),-11,12,13,-2,-2,-2,1.0,-2,15
COc1ccc(-c2cc(=O)oc3cc(OCC(=O)N(C)C4CCS(=O)(=O)C4)ccc23)cc1 (centres undefined),2,4,5,4,-1,-3,-0.4,0,0
c1coc(-c2nc3nc4ccccc4nc3n2CC2CCCO2)c1 (centres undefined),-1,8,24,0,-1,0,0.3,-11,-2
Cc1ccc(S(=O)(=O)N(C)CC(=O)NNC(=O)Cc2ccccc2F)cc1,11,2,-12,7,0,0,-2.6,1,-6
CCOC(=O)c1cnc(SCC(=O)Nc2cc(OC)cc(OC)c2)nc1N,10,6,2,9,-4,-1,87*,7,-3
Cc1[nH]cnc1C(=O)N/N=C/c1c(Cl)cccc1Cl,14,15,12,18,-2,-3,-0.3,-1,8
O=C(/C=C/c1ccc(Cl)cc1)N(Cc1ccccc1)C1CCS(=O)(=O)C1 (centres undefined),11,17,21,25,-1,2,-0.6,0,-4
Cc1ccccc1CN(C)C(C)C(=O)Nc1ccccc1F (centres undefined),7,7,-17,-10,-2,-2,2.3,-13,7
O=C(NCCCN1CCOCC1)c1ccccc1NS(=O)(=O)c1cc([N+](=O)[O-])ccc1Cl,-4,3,11,3,0,0,0.6,-1,-17
O=C1CCC/C=C\C[C@@H](CC(=O)N(CCO)Cc2ccccc2)C(=O)NCCO1,11,3,18,1,-4,2,-0.5,-2,11
Cc1ccc(S(=O)(=O)Nc2cc(C)cn(Cc3ccc(F)cc3)c2=O)cc1,16,14,11,-11,-3,0,1.5,1,4
COCC[N+]1(C)CCCCC1,8,8,-3,-11,2,2,-2.8,-1,-31
N=C(N)N1CCN(Cc2ccccc2)CC1,1,18,-10,-9,3,-1,·,·,5
CNC(=O)COC(=O)c1c2c(nc3ccccc13)CCC2,5,-11,-3,0,-2,5,2.3,-2,-35
O=c1[nH]c(=S)n(C2CCCCC2)c(O)c1C=NCCN1CCOCC1,20,22,14,24,1,-4,1.9,1,15
Cc1nc2c3cnn(-c4ccc(C)c(C)c4)c3ncn2n1,34,20,19,2,3,-7,2.6,0,-15
CC(C)C(NC(=O)C(c1ccccc1)c1ccccc1)c1nc2ccccc2[nH]1 (centres undefined),14,6,15,-8,-5,-1,-1.3,-3,6
Cc1oncc1-c1csc(-c2ccccc2Cl)n1,11,-21,9,-6,5,-3,-0.1,0,18
CC(CN1CCN(C)CC1)OC(=O)c1ccc(Cl)cc1 (centres undefined),9,25,2,-1,-2,2,-2.7,0,9
C/C(=N\NC(=O)CN(c1ccccc1Br)S(C)(=O)=O)c1ccc2c(c1)OCCO2,4,-8,-6,2,3,0,1.4,-1,5
Cc1ccc(C(=O)CSC2=NC(N)=C(C#N)C3(CCCCC3)C2C(N)=O)cc1 (centres undefined),10,16,15,2,-6,-2,2.9,4,0
Cc1cccc(NS(=O)(=O)c2ccc(C)c(C(=O)NCc3ccccn3)c2)c1,-4,-8,9,0,1,-3,0.3,-2,8
O=C1CC(C(F)(F)C(F)(F)C(F)(F)C(F)(F)F)=Nc2ccccc2N1,26,16,-2,-12,0,-2,5.4,2,-8
O=C(/C(=C/c1ccc(Cl)cc1)c1nc2ccccc2[nH]1)c1ccccc1,23,51*,42*,51*,-6,-1,91*,26*,15
CC(=O)N/C(=C\c1ccccc1)C(=O)OCC(=O)Nc1cc(S(=O)(=O)N(C)C)ccc1Cl,14,27,19,1,1,-2,-0.7,1,-28
S=C(NCc1ccccc1Cl)NC1CCCC1,11,2,20,6,-1,-3,20,-6,8
CCOC(=O)c1cc(C)sc1NC(=O)CSC1=NCCS1,20,20,5,-5,-2,-1,0.5,0,-4
CCc1ccccc1NC(=O)c1cccc(N2C(=O)C3C4CCC(C4)C3C2=O)c1 (centres undefined),5,7,3,0,0,-1,3.8,-1,12
O=C(COc1ccccc1Cl)Nc1cc(Cl)ccc1Oc1ccccc1,7,4,7,6,-2,0,4.7,-1,12
Cc1nc(N=C(N)N)nc2ccccc12,-14,17,19,11,-3,-4,-1.3,-3,5
Cc1ccc(CCNS(=O)(=O)c2ccc3c(c2)NC(=O)C(C)C(=O)N3)cc1 (centres undefined),6,-10,-1,5,-2,-3,1.0,-1,4
Cc1ccc(NS(=O)(=O)c2ccc3c(c2)NC(=O)CCS3)c(Br)c1,-1,7,8,4,0,-3,-1.7,0,-1

# (next part)
SMILES,NLRP3 yeast inh,tim23-1 inh,tim10-1 inh,TIM10 inh,MIN6 prolif,APJ agonist,MPTP inh,NR3A LBD binder,APJ antag
COC(=O)C(NC(=O)c1ccco1)(Nc1nc(C2CC2)cs1)C(F)(F)F (centres undefined),-8,6,23,17,0,-4,-1.1,-4,2
Cc1cc(C(=O)Cn2nc(C(=O)O)c3ccccc3c2=O)c(C)n1-c1ccc(F)cc1,8,5,15,14,0,-3,1.0,-3,3
O=C(O)c1ccc(COc2ccc3ccccc3c2/C=C2/NC(=O)N(c3ccccc3)C2=O)cc1,11,25,8,26,-3,-3,3.5,-4,17
O=C(Oc1ccccc1-c1csnn1)c1cccs1,-13,21,20,10,3,-4,0.4,-2,-5
Nc1ncnc(Nc2cccc(F)c2)n1,24,6,10,9,-2,-5,0.7,-2,8
CCCCn1c(SCC(=O)N2CCCC2=O)nc2cc(S(N)(=O)=O)ccc21,11,-3,11,-12,-1,1,0.5,0,9
C=CCNC(=O)COC(=O)CCC(=O)c1cccs1,-11,-4,-3,11,2,0,0.7,-4,8
CCCn1c(CCC(=O)O)ccc1-c1cccs1,-38,5,1,5,-2,3,13,3,9
O=C(COc1ccccc1)NC(NC(=S)Nc1ccccc1C(=O)O)C(Cl)(Cl)Cl (centres undefined),10,-28,28,30,-4,-3,2.6,3,10
O=C(CCCOc1ccccc1)N1CCCc2ccccc21,5,18,-3,11,-3,-4,-0.1,-4,7
CN1CC2(C(=O)c3ccccc3)CN(C)CC(C(=O)c3ccccc3)(C1)C2,2,9,4,2,0,-2,0.2,-3,8
O=C(Nc1ccc2c(c1)Cc1ccccc1-2)c1ccc(Br)o1,27,2,-21,16,-1,-1,0.4,8,14
CCC1(CC)NC(=O)N(CC(=O)Nc2ccc(C)cc2C)C1=O,11,-4,-5,-7,-1,-3,-1.7,1,8
Cc1ccc(/C(O)=C2\C(=O)C(=O)N(C)C2c2ccc(Br)cc2)cc1 (centres undefined),6,9,3,-10,-3,-2,0.8,0,10
O=C(Nc1ccc2sccc2c1)c1cccc(N2C(=O)CCC2=O)c1,6,-4,10,-4,-1,2,2.6,1,8
